ABHD5-PLIN5 inh: ABHD5-PLIN5 interaction inhibitors, primary screen, cell lysate, split luciferase complementation, luminescence; Split G. princeps luciferase complementation, 4 h; AID 602281, 2012; inhibition, % at 4 µM; 0.78% of 360,000 active; Perilipin-5 (Homo sapiens) + 1-acylglycerol-3-phosphate O-acyltransferase ABHD5 (Homo …;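 active means inhibition above the mean inhibition across every tested compound plus 3 SD, cut at about 22% in these data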;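 further: 0% = DMSO only wells and the 100% control is not disclosed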
NR5A2 inv ag: LRH-1 (NR5A2) inverse agonists, primary screen, cell-based, luminescence, HEK293T, StAR-luciferase reporter; Nuclear receptor subfamily 5 group A member 2 (Homo sapiens), O00482; LRH-1 transfected, 24 h; inhibition, % at 3.6 µM; 0.13% of 360,000 active;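 active means inhibition above the mean inhibition of all tested compounds plus 3 SD, cut at about 73% in these data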;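 further: 0% = DMSO wells and 100% = reporter-only cells lacking LRH-1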
NCOA1 inh: SRC1 coactivator transcriptional activity inhibitors, primary screen, cell-based, luminescence; Nuclear receptor coactivator 1 (Homo sapiens), Q15788; HEK293 GAL4-SRC1 luciferase reporter; inhibition, % at 3.6 µM; 0.12% of 360,000 active;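 active means inhibition above the campaign mean plus 3 SD, with each screening campaign given its own cutoff, cut at about 60% in these data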;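 further: 0% = DMSO treated cells and 100% = gossypol at 36 µM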
MC4R ag barr: MC4R agonists recruiting beta-arrestin, primary screen, cell-based, luminescence, agonist arm of biased-ligand search | Melanocortin receptor 4 (Homo sapiens), P32245 | U2OS MC4R beta-arrestin complementation; percent of melanotan II response, DMSO zero | activation, % at 8.9 µM | 0.98% of 360,000 active;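 active means activation above a per-plate cutoff, the mean activation of sample wells on that plate plus 3 SD, cut at about 8% in these data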
NCOA3 inh: SRC3 coactivator transcriptional activity inhibitors, primary screen, cell-based, luminescence | Nuclear receptor coactivator 3 (Homo sapiens), Q9Y6Q9 | HEK293 GAL4-SRC3 luciferase reporter | inhibition, % at 3.6 µM | 0.17% of 360,000 active | AID 588352, 2011;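 active means inhibition above a per-campaign cutoff, the mean of all compounds plus 3 SD, cut at about 60% in these data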;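 further: 0% = DMSO-treated cells and 100% = gossypol-treated cells at 36 µM; higher means less SRC3-driven luciferase light from the GAL4 reporter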
NR2F2 inh: NR2F2 transcriptional activity inhibitors, primary screen, cell-based, luciferase reporter, HEK293T, luminescence | inhibition, % at 8.6 µM | HEK293T NGFI-A luciferase reporter | COUP transcription factor 2 (Homo sapiens), P24468 | 0.7% of 370,000 active;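 active means inhibition above a per-plate cutoff, mean inhibition of test wells between control levels plus 3 SD, cut at about 38% in these data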;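 further: cells cotransfected with COUP-TFII expression vector driving the NGFI-A reporter; 0% = median of COUP-TF2 test wells and 100% = reporter-only cells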
LMP1 NFkB inh: EBV LMP1-driven NF-kappaB luciferase reporter inhibitors, primary screen, cell-based, luminescence, single point | LMP1-induced NF-kappaB luciferase reporter cells | inhibition, % at 12.5 µM | 0.69% of 350,000 active | AID 504558, 2011; in the data active means inhibition above about 41%;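 further: 0% = neutral control wells and 100% = reference inhibitor control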
TLR9-MyD88 inh: inhibitors of TLR9-MyD88 association in cells, primary screen, cell-based, CHO, BLA complementation, fluorescence. Toll-like receptor 9 (Homo sapiens) + Myeloid differentiation primary response protein …. CCF4 FRET ratio. inhibition, % at 4.98 µM. 0.21% of 340,000 active;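 active means inhibition above the mean over all tested compounds plus 3 SD, cut at about 21% in these data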;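 further: 0% = DMSO only wells and 100% = clavulanate BLA inhibitor control wells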
NOD2-RIPK2 inh: NOD2-RIPK2 binding disruptors in cells, primary screen, fluorescence, CHO cells, BLA complementation; inhibition, % at 4.98 µM; CCF4 ratio; 0.38% of 360,000 active; Receptor-interacting serine/threonine-protein kinase 2 (Homo sapiens), O43353; in the data active means inhibition above about 21%;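 further: 0% = vehicle only and 100% = reference blocker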
MC4R antag cAMP: MC4R antagonists of cAMP signaling, primary screen, cell-based, TR-FRET, antagonist arm of biased-ligand search; MC4R-expressing cells, MTII-stimulated cAMP, LANCE TR-FRET; Melanocortin receptor 4 (Homo sapiens), P32245; 0.48% of 360,000 active; inhibition, % at 6.5 µM; AID 540295, 2011;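 active means inhibition above its plate's cutoff, the mean of tested wells on that plate plus 3 SD, cut at about 29% in these data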;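 further: 0% = Melanotan II alone and 100% = Melanotan II plus saturating MCL0020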
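System: U2OS-MC4R stable cell line; Technique: Eu-cAMP/anti-cAMP TR-FRET, emission 671 nm; Repeats: single well per compound; Also added: Melanotan II; Dosing: one concentration, 6.5 µM nominal; Schedule: 30-min compound, 1-h challenge, 1-h detection, room temperature.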
NCOA2 inhibitor: inhibition of GAL4-SRC2 driven luciferase reporter, primary screen, SRC2 inhibitor project, cell-based, luminescence | HEK293 GAL4-SRC2 luciferase reporter | Nuclear receptor coactivator 2 (Homo sapiens), Q15596 | 0.17% of 370,000 active | inhibition, % at 9 µM;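 active means inhibition above the mean inhibition of all tested compounds plus 3 SD, set per campaign, cut at about 52% in these data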;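 further: 0% = DMSO treated cells and 100% = cells given Gossypol at 36 µM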
The depositor's hits bear a star; . = no result given. An excerpt, so the mix of outcomes need not match the whole.

SMILES	ABHD5-PLIN5 inh	NR5A2 inv ag	NCOA1 inh	MC4R ag barr	NCOA3 inh	NR2F2 inh	LMP1 NFkB inh	TLR9-MyD88 inh	NOD2-RIPK2 inh	MC4R antag cAMP	NCOA2 inhibitor
O=C1CC(NCc2ccc3c(c2)OCO3)C(=O)N1CCc1ccccc1 (stereo not given)	5	2	9	0.1	-3	13	-17	10	1	3	-12
O=C1[C@@H]2[C@@H](CN3CN(c4ccccc4)N=C(c4ccccc4)[C@@]23c2ccccc2)C(=O)N1c1ccccc1	1	-16	-3	-0.1	-8	27	-3	-6	-11	-2	-9
CCCN1CCC(N2CCN(c3ccc([N+](=O)[O-])cc3)CC2)CC1	-8	11	-3	0.7	-7	1	-7	5	-7	20	14
Cc1c(C(=O)NCCN2C(=O)S/C(=C\c3cccnc3)C2=O)cccc1[N+](=O)[O-]	-1	21	2	-2.0	12	-13	9	4	12	5	14
Cn1c(N2CCN(C(=O)NC34CC5CC(CC(C5)C3)C4)CC2)nc2ccccc21	-1	25	-26	-2.5	20	-9	-15	1	-11	5	9
C=CC[C@@H](CC(=O)N[C@@H](CO)Cc1ccccc1)C(=O)N[C@@H](COC(=O)[C@@H](CC=C)Cc1ccc(F)cc1)Cc1c[nH]c2ccccc12	-14	4	-1	20*	17	14	2	-3	1	14	17
CN(CC(=O)Nc1cccc(F)c1)C(=O)c1cc(S(=O)(=O)N(C)C)ccc1N1CCCC1	0	8	-3	-2.3	-8	13	5	-1	-1	-2	-21
Cc1c(OC(C)C(=O)NCCN2CCOCC2)ccc2c3c(c(=O)oc12)CCCC3 (stereo not given)	2	10	12	-3.0	-11	-3	4	-9	9	-1	1
Cc1ccc(COc2ccsc2C(=O)O)cc1	3	18	6	0.6	7	16	-19	4	-6	1	1
COc1ccc(CCNC(=O)CCNS(=O)(=O)c2cccc3nsnc23)cc1OC	4	8	1	-1.2	-1	4	-6	3	7	7	-6
COc1ccc(N2CCN(S(=O)(=O)c3cccs3)CC2)cc1	0	-3	-14	-3.3	6	2	2	4	-3	-4	-12
Cc1ccc2oc(=O)c3cnn(CC(=O)NC4CCN(Cc5ccccc5)CC4)c3c2c1	-2	12	-5	0.0	-5	-13	5	-8	-2	10	-8
Cc1cccc(N2C(=O)C3C4C=CC(C5CC45)C3C2=O)n1 (stereo not given)	2	7	5	0.4	28	13	4	5	-18	-8	3
COc1ccc(NC2CCCN(C(=O)CCc3cccc(F)c3)C2)cc1 (stereo not given)	-5	2	2	1.6	-6	3	1	-12	-3	17	-24
CCOC(=O)C1C(c2ccc(O)c(O)c2)NC(=S)NC1(O)C(F)(F)F (stereo not given)	-7	6	7	0.1	-4	15	-3	-5	6	3	-5
O=S(=O)(c1ccccc1)N1CCNCC1	6	-9	-1	-1.4	8	8	-1	-1	-10	10	-9
O=C(Nc1ccc2oc(=O)ccc2c1)c1ccc(-c2cccc([N+](=O)[O-])c2)o1	12	-1	23	1.0	8	1	.	.	-3	25	-33
CCCSc1nnc(NC(=O)Nc2ccccc2)s1	3	-34	-26	1.3	-35	1	-22	-19	-10	26	9
CN(C)S(=O)(=O)N1CCc2ccc(NC(=O)C3CCCO3)cc2C1 (stereo not given)	-2	9	-25	-0.5	9	-1	-2	-1	-10	-2	16
CCC(=O)Nc1cccc(NC(=S)NC(=O)c2ccc(Cl)cc2)c1	-7	-27	-71	2.5	-30	-26	-6	-2	-2	-1	-30
CCOC(=O)C1CCCN(C(=S)Nc2ccc(S(=O)(=O)N3CCOCC3)cc2)C1 (stereo not given)	-11	10	-9	-1.1	20	6	-5	-10	-3	7	-13
COc1cc2[nH]c(C(=O)Nc3ccc4c(c3)OCCO4)cc2c(OC)c1OC	-1	-17	15	-1.6	7	-28	19	-12	-13	9	2
COC(=O)c1ccc(COC(=O)c2c(C)nn(Cc3ccccc3Cl)c2Cl)o1	-1	-29	-13	0.2	17	-2	-13	-2	4	-6	16
CC(=O)C1=C(C)NC(=O)NC1c1cccc(O)c1 (stereo not given)	-2	3	-9	-2.5	3	13	-13	-6	-6	3	-5
Cc1ccc2[nH]c3c(=O)n(CC(=O)NCCc4ccc(Cl)cc4)ncc3c2c1	-5	6	-4	1.6	0	4	10	11	-7	6	-8
Further compounds.
SMILES	ABHD5-PLIN5 inh	NR5A2 inv ag	NCOA1 inh	MC4R ag barr	NCOA3 inh	NR2F2 inh	LMP1 NFkB inh	TLR9-MyD88 inh	NOD2-RIPK2 inh	MC4R antag cAMP	NCOA2 inhibitor
O=C1/C(=C\c2ccc3ccccc3c2)CCCc2ccccc21	-8	-179	-97	-1.3	-72	-54	-9	5	-8	5	-71
COc1ccc(OCc2nnc(SCC(=O)Nc3ccccc3F)o2)cc1	6	-2	-13	-0.2	12	7	0	-5	-4	-3	15
Cn1nnnc1Sc1ncnc2scc(-c3cccc(F)c3)c12	-1	-13	7	2.4	32	-69	24	-13	5	1	47
O=C1NC2(CCSC2)C(=O)N1CC(=O)N(Cc1ccccc1)C1CCS(=O)(=O)C1 (stereo not given)	-5	16	3	-1.4	7	-7	-3	9	-6	-3	-13
Nc1nc2c(s1)COc1ccccc1-2	-2	10	-10	-1.2	4	8	-14	-2	-2	10	2
CC(C)(C)c1nc(CN2CCCCC2)cc(CN2CCCCC2)c1O	3	-11	-7	0.7	-35	1	-13	1	-4	10	-19
c1ccc(-c2ccnc3ncnn23)nc1	1	-8	-1	0.2	6	1	-42	-2	-4	2	2
Cc1sc(NC(=O)c2ccc(=O)n(C)n2)nc1-c1ccccc1	0	-22	-38	-0.8	-19	-23	2	-5	-7	6	-32
COC(=O)c1sc2nc(CN3CCN(c4cccc(C(F)(F)F)c4)CC3)[nH]c(=O)c2c1C	-6	16	13	-1.3	1	21	-3	-10	1	16	16
CCn1c(SCC(=O)Nc2nccs2)nnc1-c1ccccc1	6	-3	2	0.2	1	16	-7	-2	-12	2	18
O=C(/C=C/c1cccc([N+](=O)[O-])c1)OC1CCCCC1=O (stereo not given)	2	12	-7	-0.7	3	-10	-1	-7	-8	4	-29
O=C(Nc1ccc2c(c1)CCC2)Nc1ccccc1F	-5	-118	-86	5.0	-44	-26	-53	-6	-29	1	-62
CCOC(=O)c1sc(N)nc1-c1ccccc1	5	-1	5	-0.1	-24	-19	-5	-10	-3	3	-1
CCOC(=O)c1c(C(C#N)C#N)cc(C)nc1C	4	-5	-26	-0.4	6	-11	9	-3	-9	1	-17
CN1CCN(c2nc3cc(N4CCOCC4)ccc3s2)CC1	5	-44	-34	0.1	-30	-3	-10	5	-14	-3	2
CC(=O)c1cccc(CN2CCN(CC=C(C)C)C(CCO)C2)c1 (stereo not given)	-1	12	-4	-1.4	7	-24	-3	-7	-6	6	16
O=Cc1ccc(-n2cccn2)cc1	-2	8	-11	-1.6	-3	14	0	-2	2	-6	2
COc1ccc(C2C(C(=O)N3CCN(c4ccccc4)CC3)c3ccccc3C(=O)N2C)cc1 (stereo not given)	-5	-7	6	0.6	6	2	8	4	-4	-1	-18
O=C(CN(c1ccccc1)S(=O)(=O)c1ccccc1)Nc1ccc(F)cc1	-14	-33	-30	-1.7	15	0	-3	-8	3	8	-4
CC(=O)C[C@@H](O)CC(=O)[C@@H]1OC(=O)[C@H](C)C/C=C\Cc2ccccc21	-5	-28	-4	-0.6	-10	11	4	-5	-6	3	21
CC(C)C[C@H](NC(=O)OC(C)(C)C)c1nnc(SCc2ccccc2)o1	-9	16	9	3.9	4	16	-10	1	2	1	-6
CCOC(=O)C(=CNc1ccc2c(c1)nnn2-c1ccc(Cl)cc1)C(=O)OCC	3	11	3	22*	3	3	24	-12	-9	11	-2
COc1ccc(C(CNC(=O)CCNS(=O)(=O)c2ccc(Br)cc2)N2CCOCC2)cc1 (stereo not given)	0	-14	1	-0.9	14	-9	-2	0	-5	6	-24
Cc1ccc(S(=O)(=O)NC(=O)Nc2ccc(C)cc2C)cc1	-2	-19	6	-0.1	-1	-5	-6	-9	4	3	14
CC(=O)[C@@]1(O)CC[C@H]2[C@@H]3C[C@H](C)C4=CC(=O)C=C[C@]4(C)[C@@]3(F)[C@@H](O)C[C@@]21C	5	-6	-52	0.0	-28	-22	7	-5	-6	1	-12
Other entries
SMILES	ABHD5-PLIN5 inh	NR5A2 inv ag	NCOA1 inh	MC4R ag barr	NCOA3 inh	NR2F2 inh	LMP1 NFkB inh	TLR9-MyD88 inh	NOD2-RIPK2 inh	MC4R antag cAMP	NCOA2 inhibitor
COc1ccc(NC(=O)COc2coc(CN3CCN(c4ccccc4)CC3)cc2=O)cc1	-1	18	14	1.8	-18	20	3	-9	-4	-5	34
COc1ccccc1NS(=O)(=O)c1ccc(NC(C)=O)cc1	-1	-20	5	-2.9	3	-15	1	6	-4	6	-10
CCN1C(=O)Cc2cc(S(=O)(=O)NCCc3ccccc3)ccc21	10	-13	-8	1.2	-12	3	4	-6	-4	9	-17
Cc1ccc(C)c(C(=O)CN2C(=O)NC3(CCC(C)CC3)C2=O)c1 (stereo not given)	-7	10	-6	-0.2	10	1	3	-5	4	-5	-18
CN1CCN(S(=O)(=O)c2ccc(NC(=O)c3ccc(Br)s3)cc2)CC1	8	-18	-13	-0.1	-19	-6	-14	-1	-3	3	-3
N=c1c(C(=O)NCc2ccco2)cc2c(=O)n3ccccc3nc2n1CCc1ccccc1	21	5	-74	-0.9	-6	-14	-6	-9	-5	15	-10
COc1ccc([C@H]2CC(=O)C=C(c3cccc(CO)c3)C2)cc1	-6	-15	-15	-0.6	-26	-10	-2	-7	0	8	-27
O=C(NC1CCCc2ccccc21)c1cc(F)cc(F)c1 (stereo not given)	1	15	-1	-0.2	8	5	-4	5	7	14	-4
N#CC1(C#N)C(c2ccccc2)OC23CCCCCC2C1(C#N)C(=N)O3 (stereo not given)	2	18	5	2.8	-7	9	-1	-12	-12	-3	10
CCCn1c(SCC(=O)Nc2ccc(Cl)cc2)n[nH]c1=O	-3	0	-8	-2.1	17	12	-1	4	4	8	12
CC1CCC(NC(=O)c2ccc3snnc3c2)CC1 (stereo not given)	-5	-33	-32	-2.5	-32	-12	-9	14	-9	1	-30

Bioassay records from PubChem BioAssay.
